Compound activity from PubChem.
HTR5A ag: counter-screen for OPRM1-OPRD1 agonists: human HTR5A agonism; P47898; HTR5A agonist assay, luminescence, cell-based; activation, % at 9.3 µM; actives 0.61% (n = 340,000); in the data active = activation mostly above about 9.5%, no sharp cut-off; inactive = mostly below about 7.6%;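 note: 0% = cells with vehicle only and 100% = reference agonist; strong numbers were not always called active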
Target sequence (P47898 whole entry, looked up): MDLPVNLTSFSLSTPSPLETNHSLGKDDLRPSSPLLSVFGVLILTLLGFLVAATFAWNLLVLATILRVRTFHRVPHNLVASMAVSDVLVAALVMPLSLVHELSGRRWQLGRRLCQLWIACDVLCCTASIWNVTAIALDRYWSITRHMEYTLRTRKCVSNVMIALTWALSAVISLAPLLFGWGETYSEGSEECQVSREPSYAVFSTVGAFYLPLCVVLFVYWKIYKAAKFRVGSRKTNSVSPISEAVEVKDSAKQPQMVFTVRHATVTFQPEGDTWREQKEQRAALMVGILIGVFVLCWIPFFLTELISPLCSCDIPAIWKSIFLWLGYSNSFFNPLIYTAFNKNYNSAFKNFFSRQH
MOR-DOR inv ag: inverse agonists of human mu-delta opioid receptor heterodimerization; cell-based MOR-DOR heterodimer luminescence, inverse agonism; inhibition, % at 9.3 µM; actives 0.21% (n = 340,000); in the data active = inhibition above about 22%, passing the limit was not always enough;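 note: 0% = cells with DMSO and 100% = wells without cells with DMSO; values of inactives mirror those of a sister screen read the other way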
Keap1-Nrf2 PPI: Keap1-Nrf2 (human) interaction inhibition | Q14145 | Keap1 Kelch-Nrf2 peptide fluorescence polarization, 1536-well | inhibition, % at 9.4 µM | actives 0.15% (n = 340,000); in the data active = inhibition above about 12%;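 note: human Keap1 Kelch domain with fluorescein labeled Nrf2 9mer peptide probe; 0% = neutral control wells and 100% = peptide positive control; higher means more block of Keap1 binding to Nrf2 peptide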
Target sequence (Q14145 whole entry, looked up, the tested form may be a part): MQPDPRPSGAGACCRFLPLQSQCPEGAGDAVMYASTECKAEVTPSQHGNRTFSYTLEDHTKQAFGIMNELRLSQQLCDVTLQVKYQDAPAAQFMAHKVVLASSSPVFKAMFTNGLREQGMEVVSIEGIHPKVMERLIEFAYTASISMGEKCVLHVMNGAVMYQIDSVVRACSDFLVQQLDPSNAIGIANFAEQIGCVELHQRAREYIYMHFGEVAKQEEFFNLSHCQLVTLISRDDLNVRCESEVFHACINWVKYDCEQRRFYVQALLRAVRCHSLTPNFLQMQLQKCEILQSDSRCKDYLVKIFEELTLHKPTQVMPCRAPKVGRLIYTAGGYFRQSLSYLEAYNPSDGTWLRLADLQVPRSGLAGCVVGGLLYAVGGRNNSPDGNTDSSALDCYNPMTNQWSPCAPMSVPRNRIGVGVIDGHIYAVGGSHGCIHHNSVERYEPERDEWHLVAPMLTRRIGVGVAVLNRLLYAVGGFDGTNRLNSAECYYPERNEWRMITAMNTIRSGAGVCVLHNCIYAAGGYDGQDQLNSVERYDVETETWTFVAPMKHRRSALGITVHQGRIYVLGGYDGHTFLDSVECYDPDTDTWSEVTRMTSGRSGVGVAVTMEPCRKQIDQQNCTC
HTR5A inv ctr: counter-screen for OPRM1-OPRD1 inverse agonists: human HTR5A inverse agonism | actives 0.083% (n = 340,000) | HTR5A cell line, luminescence | inhibition, % at 9.3 µM | P47898 | AID 504634; in the data active = inhibition mostly above about 23%, no sharp cut-off; inactive = mostly below about 18%;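 note: 0% = cells with DMSO and 100% = no-cell wells with DMSO; some compounds called inactive have numbers as strong as hits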
LANA DNA inh: inhibitors of KSHV LANA C-terminal domain DNA binding | MBP-C-LANA/FAM-LBS DNA binding, fluorescence polarization | inhibition, % at 9 µM | actives 0.078% (n = 340,000) | AID 504423;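 active = highest replicate inhibition at or above 60% at 9 µM, even if other replicates fall short; inactive = all replicates below 60% inhibition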;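 note: 0% = neutral control wells and 100% = 4 µM acridine orange control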
CAL PDZ FP: inhibitors of human CAL PDZ peptide binding; purified CAL PDZ, TMR-peptide fluorescence polarization, 1 h; actives 0.92% (n = 300,000); inhibition, % at 24.9 µM; AID 602252; Q9HD26;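 active = mean inhibition of at least 30% with at least half of replicates also reaching 30%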;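 note: 0% = DMSO neutral control and 100% = excess unlabeled competitor peptide PRC23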
MOR-DOR ag: agonists of human mu-delta opioid receptor heterodimerization. actives 0.3% (n = 340,000). cells, OPRM1-OPRD1 heterodimerization, luminescence. AID 504326. P35372+P41143. activation, % at 9.3 µM; in the data active = activation above about 18%;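 note: 0% = vehicle-treated cells and 100% = reference agonist; values of inactives mirror those of a sister screen read the other way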
RTF Ca sens inh: cardiac RTF calcium desensitization; P19429+P45379; IANBD-labeled cardiac RTF, Ca2+ fluorescence; inhibition, % at 7.15 µM; actives 0.12% (n = 340,000); AID 493244;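 active = inhibition above the mean inhibition of all tested compounds plus 3 SD, cut at about 17% in these data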;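 note: assay run at fixed EC70 calcium of 1.6 mM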
V-ATPase pHluor: yeast V-ATPase proton transport regulation by pHLuorin. response, % at 10 µM. S. cerevisiae, pHLuorin cytosolic pH fluorescence. actives 0.37% (n = 350,000); in the data active = response mostly above about 7.3%, no sharp cut-off; inactive = mostly below about 5.4%; note: actives read high; inactives centre near 0; some compounds called inactive have numbers as strong as hits; reference of the scale not given here
cardiac RTF act: increases calcium sensitivity of human cardiac regulated thin filaments; AID 493008; IANBD-labeled TnC RTF fluorescence at EC20 calcium; 0% EC20 calcium, 100% full calcium; actives 0.24% (n = 340,000); activation, % at 7.2 µM; P19429+P45379;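 active = activation above the mean over all tested compounds plus 3 SD, cut at about 30% in these data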;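 note: rise in fluorescence read as greater calcium sensitivity of cardiac thin filaments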
* = called active by the depositor; . = no result given.

SMILES	HTR5A ag	MOR-DOR inv ag	Keap1-Nrf2 PPI	HTR5A inv ctr	LANA DNA inh	CAL PDZ FP	MOR-DOR ag	RTF Ca sens inh	V-ATPase pHluor	cardiac RTF act
O=C(c1ccc2c(c1)OCCO2)C1CCN(C(=O)Nc2ccc(F)cc2)CC1	-3.6	-9.2	4.0	-10.4	-2.5	-2.7	1.1	-9.1	4.5	-2.1
CC(OC(=O)CNC(=O)c1ccc2c(c1)OCO2)C(=O)NCCC1=CCCCC1 (stereo unspecified)	1.6	-4.7	-0.8	16.4	0.8	-0.7	1.1	-3.2	-2.1	-1.9
O=S(=O)(c1ccc2ccccc2c1)N1CCN(S(=O)(=O)c2c(F)cccc2F)CC1	-6.0	12.7	-6.3	-5.8	1.6	-0.3	-2.2	-1.2	-3.6	-0.8
COc1ccccc1NC(=O)CN1C(=O)NC2(CCCCCCC2)C1=O	6.9	5.8	-0.2	14.9	-0.5	.	-1.1	-6.6	-2.0	1.2
CCn1c(O)c(N=NC(=S)NCC2CCCO2)c2ccccc21 (stereo unspecified)	1.2	6.3	3.0	-7.3	1.1	.	-1.2	4.2	0.3	-0.8
O=C1CN(S(=O)(=O)c2cccc(Cl)c2Cl)c2ccccc2N1	-0.6	10.1	-3.7	1.8	-0.2	-5.1	-1.6	5.3	1.1	-0.5
CCCCOCCCNC(=O)c1ccc(NC(C)=O)cc1	1.6	7.5	-3.8	-3.2	-0.5	-0.9	-1.3	-3.8	1.3	3.8
O=[N+]([O-])c1nn(-c2ccc3c(c2)OCCO3)n(O)c1=Nc1ccccc1	5.0	-41.1	0.9	-13.3	-0.8	-2.3	6.8	2.2	-0.1	-0.4
COc1cccc(OCc2nnc(SCC(=O)NNC(=O)C3CCCCC3)n2C)c1	7.8	13.8	-0.9	17.8	0.3	-3.4	-2.8	5.3	2.2	-0.4
CCC(C)[C@H](NC(=O)N1CC(=O)Nc2ccccc21)C(=O)Nc1ccccc1C (stereo partly specified)	3.7	18.2	0.1	-2.8	0.2	-1.9	-3.5	-5.0	-2.1	-0.2

Single entries from above.
`COc1cccc(OCc2nnc(SCC(=O)NNC(=O)C3CCCCC3)n2C)c1` | MOR-DOR ag = -2.8
`O=C1CN(S(=O)(=O)c2cccc(Cl)c2Cl)c2ccccc2N1` | MOR-DOR inv ag = 10.1

Following part:
SMILES	HTR5A ag	MOR-DOR inv ag	Keap1-Nrf2 PPI	HTR5A inv ctr	LANA DNA inh	CAL PDZ FP	MOR-DOR ag	RTF Ca sens inh	V-ATPase pHluor	cardiac RTF act
CC(C)(C)OC(=O)NCCCC[C@@H](C(=O)NCCCCCCCCCCC(=O)N1CCN(C(=O)OC(C)(C)C)CC1)n1cc(CCO)nn1	5.9	-1.5	-0.8	-3.5	0.3	-0.3	0.3	8.8	-1.3	-5.3
CCCn1c(NCc2ccco2)nc2ccccc21	2.4	7.0	0.5	6.1	0.6	.	-1.4	-9.4	3.2	-1.7
O=S(=O)(Nc1ccccc1N1CCOCC1)c1ccc(Cl)s1	1.1	6.3	-2.5	-5.1	2.9	-0.9	-1.1	3.7	5.5	3.5
O=C(O)c1nnsc1-c1csnn1	-2.6	7.4	2.2	10.2	5.7	-2.0	-1.7	-3.6	-4.1	0.8
Cc1ccc2nnnc(-c3ccccc3)c2c1	-1.8	5.2	1.6	2.9	2.5	-2.3	-1.0	2.4	-1.7	-5.2
COc1ccc(Cn2c(C)nc3ccc([N+](=O)[O-])cc3c2=O)cc1	-1.6	3.0	-6.1	5.8	-0.8	-2.0	-0.7	-7.4	-2.8	-2.4
O=C(NCCc1ccccc1)C1CCC(Cn2c(=O)c3ccccc3n(Cc3cccc(Cl)c3)c2=O)CC1 (stereo unspecified)	3.9	6.1	-0.5	-14.3	-0.4	-2.1	-1.1	-7.2	8.9	1.4
Cc1ccc(N2CC(C(=O)Nc3nnc(SCC(=O)Nc4cc(C)on4)s3)CC2=O)cc1 (stereo unspecified)	2.9	19.6	-0.5	12.0	1.9	-4.2	-3.7	5.2	-3.5	0.1
O=C(CSc1ncccn1)NCc1ccc(F)cc1	-0.6	10.5	-8.7	2.0	3.5	-2.1	-2.0	-9.1	4.0	1.9
Cc1cc([N+](=O)[O-])ccc1NC(=S)NC(=O)Cc1ccccc1	1.4	18.2	-4.1	-3.1	0.9	-1.6	-3.7	-4.6	-3.9	-1.6
CC(C)(C)OC(=O)N1C[C@H](O)C[C@H]1C(=O)OCC(=O)c1ccc([N+](=O)[O-])cc1	1.0	-8.8	-1.2	7.2	0.3	-6.0	1.6	-6.6	0.2	-2.3
Cc1ccc(-c2nc3cc(NS(=O)(=O)c4ccc(C)cc4)ccc3o2)cc1	3.3	-13.8	-0.9	-4.3	-1.1	2.4	2.5	-8.2	0.3	-2.5
Cc1noc(C)c1S(=O)(=O)N1CCCC(C(=O)NCCC2=CCCCC2)C1 (stereo unspecified)	-0.1	-6.1	0.5	-4.9	-0.4	-1.3	1.0	6.0	3.7	-8.5
COc1ccc(C(=O)NCC(=O)Nc2cccc(S(=O)(=O)NCc3ccco3)c2)cc1OC	.	.	-1.9	.	-1.9	8.5	.	.	-2.5	.
CCCCNS(=O)(=O)c1ccc2nc(SCC(=O)N3CC(C)OC(C)C3)[nH]c2c1 (stereo unspecified)	3.3	-0.7	-4.6	-8.5	1.1	-0.5	0.1	0.8	0.0	-2.3
CCN(CC)c1ccc2cc(-c3nc(-c4cc5ccccc5oc4=O)cs3)c(=O)oc2c1	9.8	8.7	-8.4	-28.2	18.4	5.4	-1.6	-186.0	-7.2	95.1*
CCOC(=O)NC(=O)c1cn(Nc2ncc(C(F)(F)F)cc2Cl)c(=O)[nH]c1=O	-1.6	3.7	0.9	-11.4	-0.3	-3.7	-0.7	-14.5	2.8	-2.1
CCOc1ccccc1NC(=O)CN1C(=O)COc2ccccc21	-2.4	14.3	-2.6	9.1	-1.1	0.8	-2.9	-5.5	-1.7	-0.3
O=c1ncn(-c2ccccc2C(F)(F)F)c2ncccc12	1.0	2.3	-0.5	-2.9	-0.3	3.2	-0.3	0.5	1.5	-1.1
O=C(Nc1ccccc1C(F)(F)F)c1cc2ccccc2o1	2.7	-15.8	2.4	8.1	3.3	.	3.1	-9.9	0.9	-2.5
CC(C)CNC(=O)COC(=O)CCC(=O)c1ccc(F)cc1	0.0	8.8	0.1	-9.8	-0.3	1.7	-1.8	-1.6	-0.4	0.9
CCOc1cc(/C=C(\C#N)C(=O)Nc2cccc(C(=O)O)c2)ccc1OCc1ccccc1Cl	-1.8	-0.8	4.3	4.8	0.8	-1.3	0.1	5.3	-4.6	3.1
COc1cc(S(=O)(=O)NC2CCCC2)ccc1Cl	4.1	12.0	-5.3	29.7	-1.8	.	-2.9	-0.9	2.7	0.9
COCCCNC(=O)CN(Cc1ccc(Cl)cc1)S(C)(=O)=O	2.1	-2.2	1.7	-5.9	-0.5	-2.7	0.4	-3.6	-2.7	0.7
Cc1ccc(S(=O)(=O)NCCc2ccncc2)cc1[N+](=O)[O-]	-1.0	21.7	-5.2	3.5	2.1	0.8	-4.8	0.2	2.2	1.2
Cc1ccc(N(CC(=O)Nc2cc(C)cc(C)c2)S(=O)(=O)c2cccc3nonc23)cc1	-1.0	3.2	2.5	4.1	0.3	-1.7	-0.6	-14.1	-3.1	11.2
COc1cccc(/C=C2\SC(=S)N(CC3CCCO3)C2=O)c1 (stereo unspecified)	-2.3	1.0	-4.4	6.1	-1.4	-2.3	-0.2	0.8	-5.2	-3.6
Cc1ccc(C(=O)N/C(=C\c2cn(C)c3ccccc23)C(=O)N2CCN(C)CC2)cc1	-0.5	20.6	1.2	-0.1	-0.6	-3.2	-4.0	-3.3	5.0	-0.3
CC(C)N(CCNC(=O)c1cn(C)c2ccc(S(=O)(=O)N(C)C)cc2c1=O)Cc1ccccc1	-2.6	23.0	-1.4	6.8	-2.0	11.7	-4.6	2.3	1.4	-0.8
COc1cccc(C(c2nnnn2C(C)(C)C)N2CCN(C3CCCCC3)CC2)c1OC (stereo unspecified)	-0.8	-83.7	5.6	1.7	-2.1	-0.2	16.9	3.0	-1.3	7.0
CCOC(=O)c1sc(NC(=O)c2cc3c(s2)CCC(C)C3)nc1C (stereo unspecified)	-4.5	9.6	-3.2	11.6	-0.7	-3.8	-1.7	4.2	-1.3	7.1
Cc1cccc(CN2CCC(C(=O)Nc3cccc(-c4cscn4)c3)CC2)n1	-3.2	-0.3	-3.1	0.4	0.3	-3.4	0.1	-3.2	-0.9	-4.9
Cc1ccc(-n2cc(CN3CCNC(=O)CC3)c(-c3ccc(F)cc3)n2)cc1	-4.2	0.9	-2.4	-28.3	0.5	-1.1	-0.2	-7.2	-0.1	-0.4
CN(C)CCCN1C(=O)c2oc3ccc(Cl)cc3c(=O)c2C1c1cccnc1 (stereo unspecified)	0.2	5.9	-2.5	-9.1	-0.4	-1.2	-1.1	-14.0	-1.4	-0.7

Gathered by group: the entries above containing a Cl atom.
SMILES	HTR5A ag	MOR-DOR inv ag	Keap1-Nrf2 PPI	HTR5A inv ctr	LANA DNA inh	CAL PDZ FP	MOR-DOR ag	RTF Ca sens inh	V-ATPase pHluor	cardiac RTF act
O=C1CN(S(=O)(=O)c2cccc(Cl)c2Cl)c2ccccc2N1	-0.6	10.1	-3.7	1.8	-0.2	-5.1	-1.6	5.3	1.1	-0.5
O=S(=O)(Nc1ccccc1N1CCOCC1)c1ccc(Cl)s1	1.1	6.3	-2.5	-5.1	2.9	-0.9	-1.1	3.7	5.5	3.5
O=C(NCCc1ccccc1)C1CCC(Cn2c(=O)c3ccccc3n(Cc3cccc(Cl)c3)c2=O)CC1 (stereo unspecified)	3.9	6.1	-0.5	-14.3	-0.4	-2.1	-1.1	-7.2	8.9	1.4
CCOC(=O)NC(=O)c1cn(Nc2ncc(C(F)(F)F)cc2Cl)c(=O)[nH]c1=O	-1.6	3.7	0.9	-11.4	-0.3	-3.7	-0.7	-14.5	2.8	-2.1
CCOc1cc(/C=C(\C#N)C(=O)Nc2cccc(C(=O)O)c2)ccc1OCc1ccccc1Cl	-1.8	-0.8	4.3	4.8	0.8	-1.3	0.1	5.3	-4.6	3.1
COc1cc(S(=O)(=O)NC2CCCC2)ccc1Cl	4.1	12.0	-5.3	29.7	-1.8	.	-2.9	-0.9	2.7	0.9
COCCCNC(=O)CN(Cc1ccc(Cl)cc1)S(C)(=O)=O	2.1	-2.2	1.7	-5.9	-0.5	-2.7	0.4	-3.6	-2.7	0.7
CN(C)CCCN1C(=O)c2oc3ccc(Cl)cc3c(=O)c2C1c1cccnc1 (stereo unspecified)	0.2	5.9	-2.5	-9.1	-0.4	-1.2	-1.1	-14.0	-1.4	-0.7
